Bioassay records as filed in PubChem.
IL1B cytotox = toxic to HUVEC cells under IL-1B stimulation; cell count reduction, % at 2 µM; HUVEC cell count loss, Hoechst imaging, IL-1B stimulated; AID 845; 94,000 tested, 0.41% active;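 active = cell count reduction more than 3 SD above the screen-wide mean, cut at about 70% in these data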;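 also: normalized per plate to untreated control cells as the no-loss baseline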
HUVEC inhibit = blocks proliferation of human endothelial cells | HUVEC proliferation, CellTiter-Glo luminescence, 72 h; stronger effect = lower value | viability, % at 10 µM (by protocol) | 86,000 tested, 1.1% active;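 active = viability at or below 30%; inactive = viability above 30%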;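 also: 100% = median luminescence of DMSO-only cell control wells on each plate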
Smad3 inh = Smad3 (human) transcription factor binding inhibition; 88,000 tested, 0.29% active; AID 630; inhibition, % at 25 µM; P84022; TR-FRET Smad3/Dy647-FoxH1 peptide binding, europium anti-His;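 active = compounds that reduce the energy-transfer binding signal between the protein and its labelled peptide by more than half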;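 also: 0% = Smad3 plus labelled peptide maximal FRET and 100% = peptide-only background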
Lung fibro prol = blocks proliferation of human lung fibroblasts | LL 47 human lung fibroblast viability, ATP luminescence; stronger effect = lower value | viability, % at 10 µM | 85,000 tested, 1.1% active;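 active = viability at or below 50% in the single dose screen; inactive = viability above 50%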;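 also: compound exposure lasted 72 h before the ATP readout; 100% = median luminescence of untreated cell-only wells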
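Times – overnight cell rest, 72 h compound treatment at 37 °C · Test system – human lung fibroblast line LL 47, low passage · Amount – 1,150 cells in each well · Controls – cell-only wells, no compound · Doses – 0.1% DMSO in all compound wells · Measured by – CellTiter-Glo luminescence · Buffer or medium – IMEM plus 15% FBS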
PTK2B oligo ant = Pyk2 (human) oligomerization antagonism | 99,000 tested, 0.83% active | z-score (the deposit names both 25 µM and 10 µM) | Q14289 | Q293 cells, Pyk2 FERM NanoBiT luminescence; stronger effect = lower value;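 active = Z-score of -3 or lower, scaled per plate to the spread of control and sample wells; inactive = z-score above -3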;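 also: negative z-score means lost luminescence so less FERM oligomerization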
Target sequence (Q14289 whole entry, looked up): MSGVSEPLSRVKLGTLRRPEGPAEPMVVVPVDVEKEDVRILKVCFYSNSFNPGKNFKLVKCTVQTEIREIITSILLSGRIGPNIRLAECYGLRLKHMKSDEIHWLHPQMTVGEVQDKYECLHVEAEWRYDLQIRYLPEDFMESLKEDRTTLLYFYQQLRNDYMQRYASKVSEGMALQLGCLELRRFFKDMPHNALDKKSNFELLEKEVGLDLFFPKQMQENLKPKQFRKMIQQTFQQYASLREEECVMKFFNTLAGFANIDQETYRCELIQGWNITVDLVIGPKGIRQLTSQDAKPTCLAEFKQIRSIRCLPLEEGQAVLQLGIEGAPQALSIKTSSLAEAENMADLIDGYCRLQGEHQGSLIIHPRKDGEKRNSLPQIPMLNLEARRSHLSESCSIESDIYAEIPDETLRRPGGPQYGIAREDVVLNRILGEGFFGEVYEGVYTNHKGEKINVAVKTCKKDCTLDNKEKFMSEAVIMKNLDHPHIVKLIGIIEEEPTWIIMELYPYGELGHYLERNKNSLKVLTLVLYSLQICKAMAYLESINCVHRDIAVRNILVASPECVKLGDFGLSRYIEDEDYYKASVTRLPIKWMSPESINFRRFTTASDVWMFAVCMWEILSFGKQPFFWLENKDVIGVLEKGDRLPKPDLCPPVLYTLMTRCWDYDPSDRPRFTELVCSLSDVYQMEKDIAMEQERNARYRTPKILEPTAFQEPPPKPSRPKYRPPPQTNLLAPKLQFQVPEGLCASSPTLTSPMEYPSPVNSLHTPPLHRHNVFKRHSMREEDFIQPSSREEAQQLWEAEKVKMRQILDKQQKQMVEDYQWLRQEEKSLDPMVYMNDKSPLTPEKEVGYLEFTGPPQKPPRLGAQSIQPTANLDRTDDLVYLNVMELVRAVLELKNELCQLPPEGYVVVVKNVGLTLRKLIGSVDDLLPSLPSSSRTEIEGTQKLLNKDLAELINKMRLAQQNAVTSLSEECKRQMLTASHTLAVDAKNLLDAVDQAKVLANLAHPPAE
H69AR growth 86K = blocks growth of human H69AR lung tumor cells. H69AR lung tumor viability, ATP luminescence, 72 h; stronger effect = lower value. viability, % at 10 µM. 85,000 tested, 6% active. AID 598;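 active = viability at or below 40%; inactive = viability above 40%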;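 also: multidrug resistant small cell line overexpressing MRP-1 efflux transporter; 100% = mean luminescence of untreated control wells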
VCAM1 TNFa inh = reduces TNF alpha induced VCAM1 expression in HUVEC | AID 802 | inhibition, % at 2 µM | HUVEC TNFa-induced VCAM-1 immunofluorescence, high-content imaging | 95,000 tested, 0.48% active;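 active = inhibition above the batch mean plus 3 SD, with images confirmed as a hit by eye, cut at about 37% in these data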;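 also: 0% = TNF-stimulated DMSO wells and 100% = unstimulated control wells; not every result past the cut was called active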
HUVEC tox TNFa = HUVEC cytotoxicity counter-screen, TNF alpha stimulated; HUVEC TNFalpha-stimulated, Hoechst cell count, imaging; cell count reduction, % at 2 µM; 93,000 tested, 0.17% active; AID 848;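 active = cell count reduction exceeding the screen mean by over 5 SD, scaled to untreated wells per plate, cut at about 78% in these data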;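 also: cells counted after 24 h of TNF alpha exposure following the 1 h pretreatment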
F-actin modifier = modifiers of cytoskeleton assembly; HUVEC TNFa F-actin phalloidin imaging, high content; inhibition, % at 2 µM; 91,000 tested, 0.18% active; AID 836;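 active = inhibition above the batch mean plus 3 SD and confirmed as a hit by visual image inspection, cut at about 30% in these data, passing the limit was not always enough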; also: strong numbers were not always called active
* marks the source's active call; other numbers are inactive results; · = no result given; [ ] = remark or other dose. The list is partial, so the mix of outcomes need not match the whole.

Every second line gives: IL1B cytotox	HUVEC inhibit	Smad3 inh	Lung fibro prol	PTK2B oligo ant	H69AR growth 86K	VCAM1 TNFa inh	HUVEC tox TNFa	F-actin modifier
CCC(C)NC(=O)C1CCN(S(=O)(=O)N2CCCC2)CC1 (stereo not drawn)
→ ·	104	8	89	0.91	97	·	·	·
CCn1c(SCC(=O)c2cc(OC)ccc2OC)nc2c1c(=O)n(C)c(=O)n2C
→ ·	81	2	101	·	75	·	·	·
Cc1ccc(-c2c(C)n([O-])c3c([n+]2=O)CCCCC3)o1
→ 10	102	15	101	-0.4	98	9	-6	8
CCN(c1ccccc1)S(=O)(=O)c1ccc(OCc2c(C)noc2C)cc1
→ 20	106	6[fluorescence artefact?]	95	0.29	79	9	-11	-15
COc1ccc(CSCCN)cc1Cl
→ -10	·	·	·	1.1	·	22	31	-7
N#CCSCC(=O)Nc1ccccc1
→ -59	91	9	98	-0.47	92	-6	-13	8
CCOC(=O)c1c(CC(C)C)csc1NC=O
→ 26	46	-1	104	1.2	88	-2	-12	3
CSCCC(NC(=O)c1cc(C(C)(C)C)oc1C)C(=O)O (stereo not drawn)
→ ·	99	7	100	1.4	84	·	·	·
Cc1c(C(=O)N(C)C)sc(NC(=O)c2cccc([N+](=O)[O-])c2)c1C#N
→ 11	·	·	·	0.82	·	18	-21	-4
CCOC(=O)c1c(C)nc2sc3c(=O)n(-c4ccc(C(C)=O)cc4)nnc3c2c1-c1ccc(OC)cc1
→ -22	·	·	·	-2.7	·	11	-6	24
CN(Cc1ccccc1)Cc1nc2c(c(=O)n(C)c(=O)n2C)n1Cc1ccc(Cl)cc1
→ -13	81	-6	103	-1.1	80	-10	1	2
COc1ccc(OC)c(NC(=O)c2cc3n(n2)C(C(F)(F)F)CC(c2ccc4c(c2)OCO4)N3)c1 (stereo not drawn)
→ -21	74	4	92	0.75	57	·	·	·
O=C(O)/C=C/C(=O)Nc1ccccc1C(=O)Nc1ccccc1
→ 16	95	17	99	-0.06	91	20	-2	·
O=C(Nc1ccc(N2CCOCC2)cc1)C1CCCN(S(=O)(=O)c2ccccc2)C1 (stereo not drawn)
→ 0	108	0	107	0.67	88	1	4	-17
Cc1ccc2c(N)c(C#N)sc2n1
→ -109	99	-4	108	1.3	80	-5	-9	5
CC(=O)N(C)c1ccc(NC(=O)c2cnn(C)c2)cc1
→ 9	96	-5	110	-0.08	96	-8	-18	5
COc1nc(N=C(N)N)nc2c(C)cccc12
→ 23	·	·	·	-0.35	·	12	21	·
CC(OC(=O)c1ccco1)C(=O)NC1CCCCC1 (stereo not drawn)
→ 15	88	6	102	0.61	100	-3	7	17
COn1c(C)c(C(C)=O)c2c3nonc3ccc21
→ -16	80	9	90	0.29	33*	-19	-26	-10
Cn1nc(-c2ccccc2)c(C#N)c1Sc1cccc(Cl)c1
→ 8	·	·	·	-1.6	·	2	-26	27
CC(=O)CSc1ncnc2c1oc1ccccc12
→ -15	96	44[fluorescence artefact?]	102	-1.1	90	-7	-29	-2
CCOC(=O)C1CCN(C(=O)C2CCN(S(=O)(=O)N3CCCC3)CC2)CC1
→ 34	103	3	99	-0.23	104	-8	4	-23
CCN(CC)c1nc2nonc2nc1N(CC)CC
→ 18	105	5	93	0.46	86	-8	-19	20
CC(=O)NC1(C(Cl)(Cl)Cl)Oc2ccccc2O1
→ -63	·	·	·	-0.42	·	16	-18	8
O=S(=O)(c1cccs1)N1CN(Cc2cccs2)c2nc3ccccc3nc21
→ -2	·	·	·	0.14	·	10	-14	14
CCCc1nnc(NC(=O)Cn2c(=O)oc3cc(Br)ccc32)s1
→ -7	89	1	97	-0.84	86	12	1	-2
Cn1c(=O)c2c(SCc3cccnc3)nc(CC(C)(C)C)nc2n(C)c1=O
→ ·	81	1	97	·	44	·	·	·
O=C(NCc1ccco1)c1ccc(Br)c(S(=O)(=O)N2CCCCC2)c1
→ -32	94	-3	99	-1.1	86	-32	-40	-7
CC(=O)CCc1c(C)c2cccc(C)c2[nH]c1=O
→ ·	99	-1	97	-0.02	90	·	·	·
Cc1cc(C)cc(NC(=O)CN(C)S(=O)(=O)c2cnc[nH]2)c1
→ -17	91	5	98	-0.14	114	13	2	-4
C=C(C)c1cccc(C(C)(C)NC(=O)N2CCN(C)CC2)c1
→ -43	99	-18[fluorescence artefact?]	103	0.56	105	·	·	·
O=S(=O)(NCCOCCNS(=O)(=O)c1ccccc1)c1ccccc1
→ -3	99	4	107	0.28	81	-12	-3	-17
O=C(CN1CCN(Cc2ccccc2)CC1)c1ccccc1
→ 2	104	10	96	0.23	87	8	-2	4
Cc1nc2ccc(S(=O)(=O)c3ccc4nc(C)[nH]c4c3)cc2[nH]1
→ 1	·	·	·	-0.83	·	-14	·	-21
CCOc1ccc2nc(NC(=O)C(NS(=O)(=O)c3cccs3)C(C)C)sc2c1 (stereo not drawn)
→ 1	82	-2	92	-1.4	79	·	·	·
c1ccc2c(c1)ncn2-c1ccc(-c2ccnc(-c3ccncc3)n2)cc1
→ -21	·	·	·	0.23	·	11	-34	40
COc1cccc(-c2nc(OC(C)C)c3ccccc3n2)c1
→ -2	99	-2	97	1.3	75	4	-4	-3
O=C(Nc1ccc(Cl)cc1C(=O)Nc1ccc(Br)cn1)c1ccco1
→ 14	79	-12	102	-0.97	48	9	·	-6
Cc1ccccc1NC(=O)C(C#N)Cc1cccnc1 (stereo not drawn)
→ 10	100	-3	96	-0.05	93	·	·	18
Cc1cc(C)n2cc(CSc3nnc(N)s3)nc2n1
→ -48	102	-3	100	-1.1	98	11	-8	-30
Cc1nc(NC(=O)CCc2ccccc2)ccc1Br
→ -18	92	-2	107	1.6	95	25	-16	2
CSCCC(=O)Nc1ccc(C(C)=O)cc1
→ -9	98	9[fluorescence artefact?]	105	1.3	95	-3	-51	-6
COc1ccc(S(=O)(=O)N2CCC(N3CCCCC3)CC2)cc1
→ -11	98	-9	103	-0.5	104	10	0	-50
O=C(C1CC1)N1CCC(c2nc(-c3ccc(S(=O)(=O)NCC4CCCO4)cc3)no2)CC1 (stereo not drawn)
→ 30	103	1	96	1.7	91	-1	8	8
CC1CCN(CC(=O)NCc2ccccc2)CC1
→ -67	90	7	103	-0.17	98	13	-7	-4
CCCCCNC(=O)c1ccc2c(=O)[nH]c3c(C(=O)NCC4CCCO4)sc(=S)n3c2c1 (stereo not drawn)
→ 17	63	-12	96	-1.5	87	9	-23	-2
COC(=O)c1ccccc1NC(=S)NC(NC(=O)COc1ccccc1)C(Cl)(Cl)Cl (stereo not drawn)
→ -48	·	·	·	0.17	·	-34	-42	3
COCc1cc(CN2CCCC2)c(O)c2ncccc12
→ -10	73	-8	3.3*	0.98	23*	-15	10	-16
N#CCN1CCC/C1=C\[N+](=O)[O-]
→ 3	89	10	99	0.27	106	-4	14	·
Cc1cc(C)n(C(=O)c2cccc(S(=O)(=O)N3CCOCC3)c2)n1
→ -5	96	-7	90	-0.34	97	·	·	·
O=C(CSc1ccc2ccccc2n1)c1ccc2c(c1)OCO2
→ -5	105	6	105	-0.45	96	-9	-6	-20
Nc1nnc(C(c2ccccc2)c2ccccc2)s1
→ -22	103	-5	97	0.35	89	15	-12	-8
Nn1c(SCC(=O)N2CCCc3ccccc32)nnc1-c1ccc(Cl)cc1
→ -23	77	-17	106	0.87	96	-2	8	-26
NC(=O)C(Cc1ccccc1)NS(=O)(=O)c1ccc(N2CCCC2=O)cc1 (stereo not drawn)
→ -29	103	2	103	0.75	101	8	-6	7
CC(C)C(=O)Nc1cccc(C(=O)N2CCCCC2C)c1 (stereo not drawn)
→ -21	94	-2	106	0.13	98	9	-1	·
C=CCn1c(SCC(=O)N2CCN(c3ccc(F)cc3)CC2)nnc1-c1cccs1
→ 3	87	-2	100	·	79	4	-28	-5
C=CCC(NCc1ccco1)c1ccc(OC)cc1OC (stereo not drawn)
→ -2	114	-7	100	·	93	4	-12	7
COc1ccc(C2CC(=O)C3=C(C2)Nc2ncnn2C3c2ccccc2C)cc1 (stereo not drawn)
→ -7	85	18	99	-1.6	97	-10	-21	-2
CCN(CC)CCCN(Cc1cc2cc3c(cc2[nH]c1=O)OCCO3)C(=O)Nc1ccc(F)cc1
→ -73	81	8	78	-0.01	52	17	-113	·
S=C(NCCC(c1ccccc1)c1ccccc1)Nc1ccccc1Cl
→ 18	·	·	·	0.05	·	-9	-2	17

The list goes on.
Every second line gives: IL1B cytotox	HUVEC inhibit	Smad3 inh	Lung fibro prol	PTK2B oligo ant	H69AR growth 86K	VCAM1 TNFa inh	HUVEC tox TNFa	F-actin modifier
Cn1c(=O)[nH]c(=O)c2c1nc(N1CCCCCC1)n2CC(N)=O
→ -25	101	-5	106	-0.79	103	10	-9	-6
CCOC(=O)n1ccc(C(=O)Nc2ccccc2F)n1
→ -34	90	-5	106	0.64	78	10	-9	-1
Cc1cccc(C)c1N(CC(=O)NN=C1CCCCCC1)S(C)(=O)=O
→ -26	·	·	·	-0.08	·	6	-9	-10
CCn1nnnc1SCC(=O)c1ccc(C)cc1C
→ -34	92	-10	99	1.8	101	-9	-45	3
CCOC(=O)c1sc(NC(=O)CSc2nc(-c3ccco3)cc(C(F)(F)F)n2)c(C(=O)OC(C)C)c1C
→ -20	106	-5	95	·	91	5	1	-8
CCN(CC)C(=O)c1sc(NC(=O)c2ccc(C)c([N+](=O)[O-])c2)c(C#N)c1C
→ -18	·	·	·	0.38	·	-5	4	-11
CC(=O)SCC(C)C(=O)NCc1ccccc1 (stereo not drawn)
→ 17	98	8	103	0.19	96	13	1	·
COc1ccc(OC)c(C2/C(=C(/O)c3cnn(-c4ccccc4)c3C)C(=O)C(=O)N2CCN(C)C)c1 (stereo not drawn)
→ ·	110	5	100	·	100	·	·	·
CC(C)(C)c1ccc(Oc2cccc(C3CC(=O)C(C4NCCc5ccccc54)C(=O)C3n3cncn3)c2)cc1 (stereo not drawn)
→ ·	103	7	105	-0.86	107	-6	-15	22
Cc1ccc(C2C3CSCC=C3C(C#N)=C(N)C2(C#N)C#N)cc1 (stereo not drawn)
→ ·	33	-8	89	-0.41	98	·	·	·
CC(NC(=O)COC(=O)c1cn(-c2ccccc2)nc1-c1cccs1)c1ccccc1 (stereo not drawn)
→ 7	·	·	·	0.74	·	29	-19	6
CCOC(=O)C1=C(C)Nc2ncnn2C1c1cccs1 (stereo not drawn)
→ -15	104	-2	97	-0.3	85	-1	-11	-8
Cc1ccc(-c2cc(C(=O)N3CCN(C(=O)c4ccco4)CC3)no2)cc1
→ -56	103	1	88	0.51	92	·	·	·
CCn1c(SCC(=O)N2c3ccccc3Sc3ccccc32)nnc1-c1ccco1
→ 12	94	3	95	-0.53	79	-12	-4	-1
CCOc1ccc(C2CC(c3cccc(OC)c3OC)n3nnnc3N2)cc1Cl (stereo not drawn)
→ ·	99	6	·	-1.9	93	·	·	·
Cn1nc(C(F)(F)F)c(/C=N/OC(=O)c2ccc(Cl)cc2)c1Cl
→ 13	·	·	·	1.2	·	-4	4	12
Cc1cc(NC(=O)CCC(=O)N(Cc2cccs2)C(C(=O)NC2CCCC2)c2ccncc2)no1 (stereo not drawn)
→ ·	96	11	100	5.4	79	·	·	·

Random excerpt: 2 records from the list, in no set order.
Every second line gives: IL1B cytotox	HUVEC inhibit	Smad3 inh	Lung fibro prol	PTK2B oligo ant	H69AR growth 86K	VCAM1 TNFa inh	HUVEC tox TNFa	F-actin modifier
Cn1nc(C(F)(F)F)c(/C=N/OC(=O)c2ccc(Cl)cc2)c1Cl
→ 13	·	·	·	1.2	·	-4	4	12
Cc1cccc(C)c1N(CC(=O)NN=C1CCCCCC1)S(C)(=O)=O
→ -26	·	·	·	-0.08	·	6	-9	-10
